PAFAH1B2 FP inh – inhibitors of human PAFAH1B2; AID 492953; P68402; 1.2% of 340,000 active; recombinant PAFAH1B2, FP-rhodamine activity probe, fluorescence polarization; inhibition, % at 3.39 µM;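 active = inhibition above the mean of all tested compounds plus 3 SD, cut at about 24% in these data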;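 also: 0% = enzyme with DMSO and 100% = wells lacking PAFAH1B2; many of its hits are not listed in these tables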
Target sequence (P68402 whole entry, looked up): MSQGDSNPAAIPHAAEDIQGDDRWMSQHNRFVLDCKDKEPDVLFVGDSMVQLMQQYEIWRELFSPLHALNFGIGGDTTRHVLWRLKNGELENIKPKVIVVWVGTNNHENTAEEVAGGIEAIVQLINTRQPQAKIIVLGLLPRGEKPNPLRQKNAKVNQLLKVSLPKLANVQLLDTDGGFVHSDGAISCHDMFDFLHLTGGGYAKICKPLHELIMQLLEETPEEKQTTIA
LYPLA1 counter – counter-screen for PME1 inhibitors: inhibitors of human LYPLA1. recombinant LYPLA1, FP-Rh probe fluorescence polarization. O75608. AID 2174. inhibition, % at 5.9 µM. 0.16% of 320,000 active;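 active = inhibition above the mean of all tested compounds plus 3 SD, set per campaign, cut at about 14% in these data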;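 also: inhibitors block serine hydrolase probe labeling of LYPLA1 so polarization falls; 0% = enzyme with DMSO and 100% = wells lacking LYPLA1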
Target sequence (O75608 whole entry, looked up): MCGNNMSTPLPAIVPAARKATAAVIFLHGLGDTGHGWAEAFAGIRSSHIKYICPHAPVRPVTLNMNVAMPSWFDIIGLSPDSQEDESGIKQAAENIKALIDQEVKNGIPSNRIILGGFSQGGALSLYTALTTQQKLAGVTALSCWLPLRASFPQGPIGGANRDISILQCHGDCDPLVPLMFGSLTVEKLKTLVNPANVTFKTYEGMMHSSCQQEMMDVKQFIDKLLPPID
PAFAH2 inh – PAFAH2 (human) inhibition; 0.99% of 340,000 active; recombinant PAFAH2, FP-rhodamine activity probe, fluorescence polarization; Q99487; inhibition, % at 3.39 µM; AID 492956;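 active = inhibition above the mean over all tested compounds plus 3 SD, cut at about 30% in these data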;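 also: inhibitors block probe labeling of enzyme so polarization drops; 0% = enzyme with DMSO and 100% = wells lacking PAFAH2 protein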
Fam108B inh – blocks mouse Fam108B hydrolase in RBBP9 counter-screen; inhibition, % at 9.51 µM; 0.33% of 300,000 active; AID 1947; recombinant Fam108B, FP-Rh probe fluorescence polarization;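 active = inhibition above the screen mean inhibition plus 3 SD, computed separately per campaign, cut at about 18% in these data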;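 also: inhibitors lower polarization as less probe binds the enzyme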
GSTO1 inh – blocks human GSTO1 in RBBP9 counter-screen; P78417; recombinant GSTO1, activity-based probe fluorescence polarization; inhibition, % at 5.96 µM; 1.1% of 300,000 active;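 active = inhibition above the campaign mean inhibition plus 3 SD, cut at about 35% in these data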;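 also: 0% = GSTO1-1 with DMSO and 100% = wells lacking GSTO1-1 enzyme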
PAD4 FP inh – PAD4 (human) enzyme inhibition | Q9UM07 | recombinant PAD4, RCA probe fluorescence polarization | inhibition, % at 6.36 µM | 0.41% of 330,000 active;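 active = percent inhibition above a cutoff equal to the mean of all tested compounds plus 3 SD, cut at about 15% in these data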;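 also: 0% = PAD4 with RCA probe and DMSO and 100% = probe without PAD4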
pPAFAH inh – pPAFAH (human) enzyme inhibition | recombinant pPAFAH, FP-rhodamine probe fluorescence polarization | Q13093 | AID 463082 | 1.5% of 330,000 active | inhibition, % at 3.39 µM;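 active = inhibition above the mean inhibition across the screen plus 3 SD, cut at about 25% in these data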;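 also: inhibitors block binding of the rhodamine activity-based probe so polarization drops; 0% = enzyme with DMSO and 100% = wells lacking pPAFAH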
PAFAH1B3 FP inh – PAFAH1B3 (human) inhibition; recombinant PAFAH1B3, FP-rhodamine probe, fluorescence polarization; inhibition, % at 3.39 µM; 0.28% of 340,000 active; AID 492972;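 active = inhibition above the screen-wide average of all tested compounds plus 3 SD, cut at about 25% in these data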;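 also: 0% = enzyme with DMSO only and 100% = wells lacking PAFAH1B3 protein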
Target sequence (Q15102 whole entry, looked up): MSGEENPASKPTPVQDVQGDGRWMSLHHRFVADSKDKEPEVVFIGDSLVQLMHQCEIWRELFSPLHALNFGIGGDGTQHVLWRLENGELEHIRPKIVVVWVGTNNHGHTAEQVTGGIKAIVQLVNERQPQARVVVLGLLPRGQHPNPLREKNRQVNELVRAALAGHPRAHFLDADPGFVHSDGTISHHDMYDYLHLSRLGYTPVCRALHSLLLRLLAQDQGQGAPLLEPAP
PME-1 inh – PME-1 (human) inhibition; recombinant PME-1, FP-Rh probe fluorescence polarization; inhibition, % at 5.9 µM; 0.53% of 320,000 active; Q9Y570;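 active = inhibition above the campaign mean of all compounds plus 3 SD, cut at about 26% in these data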;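 also: competitive labeling of PME-1 active site by serine hydrolase directed probe; 0% = PME-1 with DMSO and 100% = wells lacking PME-1 enzyme; inhibitors block probe labeling so polarization falls and inhibition rises; many of its hits are not listed in these tables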
Target sequence (Q9Y570 whole entry, looked up): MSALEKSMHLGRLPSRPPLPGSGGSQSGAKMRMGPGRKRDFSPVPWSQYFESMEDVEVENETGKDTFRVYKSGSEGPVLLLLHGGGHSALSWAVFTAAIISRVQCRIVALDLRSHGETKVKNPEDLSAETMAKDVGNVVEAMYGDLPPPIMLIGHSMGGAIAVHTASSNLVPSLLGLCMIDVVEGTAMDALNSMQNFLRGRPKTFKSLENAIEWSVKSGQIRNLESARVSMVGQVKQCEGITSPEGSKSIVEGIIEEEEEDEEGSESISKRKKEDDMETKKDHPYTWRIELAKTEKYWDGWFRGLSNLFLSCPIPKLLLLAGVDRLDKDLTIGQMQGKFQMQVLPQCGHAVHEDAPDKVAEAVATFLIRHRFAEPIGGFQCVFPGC
An asterisk follows results filed as active; . = not tested or not shown.

SMILES	PAFAH1B2 FP inh	LYPLA1 counter	PAFAH2 inh	Fam108B inh	GSTO1 inh	PAD4 FP inh	pPAFAH inh	PAFAH1B3 FP inh	PME-1 inh
COC(=O)c1sccc1NC(=O)CSCCc1ccccn1	-1.9	-1.1	-12.1	-2.3	8.4	-3.0	-2.2	13.5	7.6
CC(C)c1ccc(S(=O)(=O)NC2CCCC2)cc1	-4.8	-0.9	2.8	-2.2	3.3	-2.5	6.1	13.2	9.3
CCN1CCN(C(=O)C2CCC(CNS(=O)(=O)c3ccccc3)CC2)CC1 (centres undefined)	1.6	-3.0	2.6	4.4	-2.9	-2.5	9.1	15.2	1.5
CC(=O)N(C)c1ccc(NC(=O)Cc2cccs2)cc1	-3.3	0.1	-1.0	-8.3	-0.8	-2.4	2.3	0.1	2.9
O=c1cc(-c2ccc(O)cc2)oc2c([C@@H]3O[C@H](CO)[C@@H](O)[C@H](O)[C@H]3O)c(O)c([C@@H]3O[C@H](CO)[C@@H](O)[C@H](O)[C@H]3O)c(O)c12	4.3	-1.6	2.5	-3.7	4.7	-2.9	5.7	10.4	-3.1
Cc1ccc(S(=O)(=O)N2CCSC2)cc1C	4.8	2.1	-0.4	-0.8	5.9	0.6	-2.7	4.1	8.3
COc1ccccc1C(=O)NNC(=O)C1CCCO1 (centres undefined)	2.4	-5.2	-1.8	-0.2	-0.7	0.6	3.6	-1.3	5.3
COc1ccc(NC(=O)CN(C)CC(=O)Nc2ccc(Cl)cc2[N+](=O)[O-])cc1	2.6	-2.2	-1.6	-3.6	-3.6	-7.0	3.1	4.5	1.9
COc1cc(OC)c(/C=N/NC(=O)COc2cccc3cccnc23)c(OC)c1	2.3	0.5	-5.4	2.5	-2.4	3.8	2.7	3.9	1.1
COC(=O)C1=C(C)Nc2nnnn2C1c1cccs1 (centres undefined)	5.1	3.6	-1.6	0.5	7.5	3.9	-0.8	18.0	-4.3
Nn1c(SCC(=O)Nc2ccc(OC(F)F)cc2)nnc1-c1ccco1	-0.8	-4.8	-1.2	-3.9	1.6	-8.7	-5.5	0.4	-3.3
COc1cc(/C=C/C(=O)O)cc(S(=O)(=O)Nc2ccc3[nH]c(=O)[nH]c3c2)c1OC	3.7	-0.4	5.8	-0.3	-28.2	-1.3	3.5	-0.2	-0.6
CC(C)CC(COCc1cccc(Cl)c1)N1CCN(C(=O)c2cccc(C(F)(F)F)c2)CCC1=O (centres undefined)	4.5	-1.6	6.2	1.2	3.5	-5.2	4.5	2.3	9.3
CCOC(=O)Cn1c(=O)c2c(nc(Br)n2CC(=O)OCC)n(C)c1=O	0.7	-0.1	-4.9	-5.1	5.3	-3.8	-2.5	0.3	4.7
Cc1nc(NC(=O)CN(C)S(=O)(=O)c2ccc(Br)cc2)sc1C	6.3	-2.9	-0.2	4.2	8.5	0.9	2.3	-8.7	-7.3
COc1ccc(NC(=O)CSc2nc(NS(=O)(=O)c3ccc(C)cc3)cc(=O)[nH]2)cc1	15.9	-2.5	1.0	-1.8	5.5	-5.6	1.2	5.7	-3.9
CC(C)(C)N1CC(c2nc3ccccc3n2Cc2ccc(Cl)cc2)CC1=O (centres undefined)	3.1	-4.9	-6.4	-4.9	-5.5	3.3	-2.8	6.5	-1.4
Cc1nc2c(cc1C(=O)N/N=C/c1ccc(O)c(O)c1)c(=O)n(C)c(=O)n2C	0.0	-2.7	10.9	3.4	3.1	-5.8	2.6	18.3	1.0
O=C(CSc1cccc2cccc(Cl)c12)OCC(=O)N1CCN(C(=O)c2ccco2)CC1	-5.1	3.0	1.0	2.9	5.6	0.0	13.8	-7.3	-3.1
CC(C)(C)NC(NC(=O)Cc1ccccc1)C(Cl)(Cl)Cl (centres undefined)	3.8	2.4	-3.5	-1.1	-0.6	-1.2	0.7	-1.3	3.3
C=CCN1c2ccccc2[C@]23C[C@@H](C(=O)OC)N(C(=O)CC(C)C)C2=NC(C(=O)OC)=C(C(=O)OC)[C@H]13	6.6	-2.4	-4.3	-1.2	7.9	-4.9	7.5	-5.9	3.8
Cc1nnc(SCC(=O)Nc2nc(C(C)(C)C)cs2)s1	2.9	1.5	-0.3	-5.9	8.6	4.2	0.2	6.3	-0.6
O=c1c2ccccc2nc(-c2ccc(Cl)cc2Cl)n1O	5.1	-4.4	-7.0	-2.8	-5.4	-2.8	-0.3	8.8	-0.9
CCCCn1c(=S)[nH]c2cc(S(=O)(=O)N3CCOCC3)ccc21	6.7	.	4.3	.	.	-2.1	4.4	2.6	.
Fc1ccc(N2CCN(c3cnc4ccccc4n3)CC2)cc1	8.0	-0.3	7.3	0.1	-1.8	4.0	8.0	2.8	3.4
CCCCC(=O)Nc1ccc(C(=O)NN2C(=O)c3ccccc3C2=O)cc1	6.0	1.2	-5.8	3.5	4.6	-4.0	6.0	6.8	1.3
Cc1[nH]c(=O)c(C#N)c2c1CCCC2	1.4	-1.3	-4.0	0.2	2.0	-3.6	0.4	2.4	3.4
COc1cccc(NC(=O)CSc2nnc(CNC(=O)c3ccco3)n2C)c1	3.3	5.9	5.8	-1.9	9.1	-1.0	2.2	0.1	-2.2
Cc1cc(Cl)ccc1OCC(=O)NNC(=O)c1cnccn1	7.2	1.5	6.2	1.0	14.2	-8.2	-0.3	-4.4	-1.9
CN(C)CCN(CC1CCCN(Cc2ccccc2F)C1)C(=O)c1ccc(F)cc1 (centres undefined)	-2.3	-1.2	-3.3	4.4	-6.5	-7.6	2.6	-3.9	-0.1
Cc1cc(NS(=O)(=O)c2ccc(Br)s2)no1	2.0	-2.1	-4.2	1.6	2.1	-5.8	-6.4	-2.8	0.0
COc1cc(-c2nc(-c3ccccn3)no2)cc(OC)c1OC	5.5	3.1	5.2	6.2	-3.1	-3.2	-4.2	7.2	-2.0
COc1ccc(Br)cc1S(=O)(=O)n1nc(C)cc1C	3.9	7.5	-0.9	-1.8	-1.1	1.5	-0.7	8.2	4.9
CC(C)NC(=S)NC(=O)c1ccc(-c2ccccc2)cc1	-7.3	-9.2	2.4	-2.7	2.3	2.8	-0.3	11.7	-5.5
COc1ccc(/C=N/NC(=O)c2nnn(-c3nonc3N)c2-c2cccs2)cc1OC	2.4	0.6	-12.1	-0.9	-4.7	-4.6	2.4	2.7	0.1
CCOC(=O)CNc1nc(C(C)(C)C)nc2c1nnn2Cc1ccccc1	5.0	1.3	2.7	6.6	15.8	2.5	6.7	0.7	3.4
O=C(NNC(=O)c1cccs1)c1ccc(Cl)cc1	2.2	-2.9	-7.4	-0.2	-0.2	1.7	4.6	2.1	2.5
Cn1c(N)c(C(=O)NCc2ccccc2)sc1=S	3.4	-0.5	1.0	0.2	1.6	0.2	4.2	-1.3	-0.7
CCc1nc(NCCCCCO)c2nnn(Cc3ccccc3F)c2n1	-0.4	-3.5	3.2	-4.7	-2.8	-2.6	0.8	-2.2	-2.7
O=C(c1cc(-c2cccs2)nc2ccccc12)N1CCN(S(=O)(=O)c2ccccc2)CC1	16.6	-4.7	-5.3	-5.8	-7.8	-1.6	3.4	-7.0	-10.4

Reprinted at random: four compounds from above
SMILES	PAFAH1B2 FP inh	LYPLA1 counter	PAFAH2 inh	Fam108B inh	GSTO1 inh	PAD4 FP inh	pPAFAH inh	PAFAH1B3 FP inh	PME-1 inh
CCOC(=O)CNc1nc(C(C)(C)C)nc2c1nnn2Cc1ccccc1	5.0	1.3	2.7	6.6	15.8	2.5	6.7	0.7	3.4
Cc1nnc(SCC(=O)Nc2nc(C(C)(C)C)cs2)s1	2.9	1.5	-0.3	-5.9	8.6	4.2	0.2	6.3	-0.6
Cc1cc(NS(=O)(=O)c2ccc(Br)s2)no1	2.0	-2.1	-4.2	1.6	2.1	-5.8	-6.4	-2.8	0.0
O=C(NNC(=O)c1cccs1)c1ccc(Cl)cc1	2.2	-2.9	-7.4	-0.2	-0.2	1.7	4.6	2.1	2.5

New compounds follow.
SMILES	PAFAH1B2 FP inh	LYPLA1 counter	PAFAH2 inh	Fam108B inh	GSTO1 inh	PAD4 FP inh	pPAFAH inh	PAFAH1B3 FP inh	PME-1 inh
COc1ncnc2c1N=C1CC(C)(C)CC(N)=C1S2	8.3	5.1	10.2	4.6	17.0	16.7*	-1.4	10.8	-5.5
CC(C)(C)C(=O)C(Cc1ccccc1)n1cncn1 (centres undefined)	3.5	-0.1	-3.2	0.5	4.8	-6.0	1.1	3.4	-0.7
NNC(=O)C1CC1c1ccccc1 (centres undefined)	1.7	-1.9	5.2	5.9	6.7	-5.2	-2.4	4.7	-4.6
CCOC(=O)CNc1nc(Cl)nc(Nc2ccc(Cl)cc2)n1	0.1	2.0	-2.2	-0.5	2.7	0.0	-3.8	0.0	4.5
COc1ccc(NC(=O)NC23CC4(C)CC(C)(CC(C)(C4)C2)C3)cc1OC	7.4	-4.4	2.1	1.6	2.0	-3.1	5.8	-1.1	-2.1
CC(C)CCC(C)NC(=O)Cc1ccc(S(=O)(=O)N2CCOCC2)s1 (centres undefined)	2.3	1.5	-1.9	-1.3	-1.8	-0.3	0.5	0.7	4.2
COc1cccc(CNc2nc3ccccc3n2CCN2CCCCC2)c1OC	8.2	-1.6	0.5	-1.1	5.2	1.1	-0.1	5.7	4.1
CCSc1nnc(NC(=O)Nc2cccc(C)c2)s1	-2.4	-6.2	-2.1	0.5	-13.6	-0.4	6.0	3.2	-5.3
COc1cc(/C=C2\SC(N)=NC2=O)cc(Br)c1O	3.3	-4.3	-4.7	0.7	61.3*	-6.5	4.1	6.1	-0.2
COc1cc2[nH]c(=S)nc(NCc3ccccc3)c2cc1OC	2.3	0.2	9.2	0.1	1.2	-0.9	4.6	8.1	9.5
CNS(=O)(=O)c1cn(CC(=O)NCc2ccc(OC)cc2)cc1S(=O)(=O)NC	3.3	1.2	-2.0	1.7	1.1	2.8	2.9	-0.7	4.5
COc1ccc(Cn2nnc3c(=O)[nH]c(C4CCN(C(=O)c5ccccc5Cl)CC4)nc32)cc1	7.9	0.1	26.9	0.8	0.9	-4.5	9.2	5.2	10.2
Fc1ccccc1Cc1noc(CN2CCN(C/C=C/c3ccccc3)CC2)n1	2.9	-1.9	2.8	-3.9	1.4	1.2	10.1	5.9	-1.3
N/C(=N\OC(=O)COc1ccc2ccccc2c1)c1cccnc1	4.8	-0.5	-4.3	-3.5	-3.9	3.8	0.3	7.7	13.4
CCOc1ccc(S(=O)(=O)N(CC(=O)NCc2ccncc2)c2ccc(C)cc2)cc1	1.8	0.7	3.0	1.7	6.9	0.3	1.1	7.0	-5.7
CCn1nc(C(=O)Nc2ccccc2N2CCCC2)c2ccccc2c1=O	1.8	-0.8	5.0	-0.5	12.0	4.2	3.3	2.5	4.6
C1=C(c2ccco2)N2CCN=C2S1	2.0	0.4	-30.7	-2.9	-3.5	-0.4	1.6	12.4	-2.2
CC1CN(C(=O)COC(=O)c2cccc(NS(=O)(=O)c3ccccc3)c2)CC(C)O1 (centres undefined)	0.8	-1.1	6.9	1.8	-2.7	-6.2	-2.2	3.5	-8.1
C=C(C)Cn1c(N2CCC(Cc3ccccc3)CC2)nc2c1c(=O)[nH]c(=O)n2C	8.8	-0.5	-1.2	-2.6	-8.3	2.5	10.8	1.4	4.5
Cc1ccn2cc(C(=O)Nc3ccccc3N3CCOCC3)nc2c1	3.7	-0.3	11.6	-4.2	4.1	-6.2	7.9	-3.2	0.3
CSc1nnc(-c2nnc(SC)n2-c2ccccc2)n1-c1ccccc1	1.5	0.9	-5.2	-1.4	5.6	-1.4	3.9	6.2	7.2

Screening results deposited in PubChem BioAssay by The Scripps Research Institute Molecular Screening Center.

A portion of the library; count on the stated rates, not on these rows.
